PTAP TSG101 blk = blocks PTAP/TSG101 interaction to inhibit HIV-1 budding. 340,000 tested, under 10 active. Fluorescence polarization, FITC-PTAP peptide / Tsg101 binding. AID 493005. Q99816. Potency, µM (titrated, usually from 115 µM), without a hit: top-dose activity change, negative = inhibition, most hits filed as inhibitors; active = well fitted inhibition curve with a large enough effect in the main read-out, with a control signal flat, not every such curve was filed as active; inconclusive = small, poorly fitted or top-dose-only effect, or effect the other way, or a change in a side signal; inactive = no such curve, though single readings can be large or run the other way; note: potency is the fitted concentration of half-maximal effect; % of control where 0% means no effect
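Tsg101 binding domain (10 uM final) was mixed with compound and a FITC-labeled PTAP peptide (50 nM final) in HEPES pH 7.5 buffer with NaCl, Tween 20, EDTA and TCEP; fluorescence polarization was read after 20 min at r.t.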
S-ASM inh = blocks human secretory acid sphingomyelinase; Potency, µM (highest dose often 57.5 µM), for inactives: at the highest dose activity change, negative = inhibition, most hits filed as inhibitors; placental ASM, HMU-PC fluorogenic substrate, 60 min; P17405; AID 504937; 340,000 tested, 0.006% active; note: potency is the fitted concentration of half-maximal effect
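Human placenta-derived ASM enzyme was preincubated with compound for 10 minutes at room temperature, then given fluorogenic substrate HMU-PC0 (9 uM final) for 60 minutes at 37 °C; a pH 10 stop preceded fluorescence reading at Ex 386/Em 447 nm.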
MLL CXXC-DNA inh = MLL CXXC-DNA interaction inhibition. Q03164. MLL-CXXC / FITC-HOXA9 DNA fluorescence polarization. Potency, µM (doses to about 115 µM), for inactives: top-dose activity change, negative = inhibition, hits mostly inhibitors. 290,000 tested, 0.037% active. AID 2662; active = well fitted inhibition curve with a large enough effect in the polarisation, with a control signal flat, not every such curve was filed as active; inconclusive = small, poorly fitted or top-dose-only effect, or effect the other way, or a change in a side signal; inactive = no such curve, though single readings can be large or run the other way; the % refers to the polarisation; note: potency is the fitted concentration of half-maximal effect
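Steps: dispense CXXC domain solution (7 uM) → pin compounds or unlabeled HOX-A9 DNA control → 5 min ambient → add FLSN-HOX-A9 solution (50 nM) → spin → 30 min ambient → fluorescence polarization. Tris pH 7.5/NaCl/DTT/BSA buffer.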
a7 integrin act = activates integrin-mediated alleviation for muscular dystrophy. AID 624291. Potency, µM (doses to about 38.3 µM), for the others: at the top dose activation, most hits filed as activators. alpha7betagal myoblasts, beta-gal FDG fluorescence, 48 h. 350,000 tested, 0.064% active;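 note: potency is the fitted concentration of half-maximal effect; 100% = response of the positive control SU9516; nearly all actives have a fitted effect of over 60% in size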
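alpha7betagal+/- myoblasts (passage 13, 250/well) treated 48 h at 37C with compounds at 1:260 dilution of DMSO stock. Lysed, then beta-galactosidase activity read as FDG fluorescence (ex 480/em 540) after 30 min, with pre-read for autofluorescence.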
TCR act = T cell receptor activation; primary human leukocytes, anti-CD3, IL-2 HTRF, 48 h; Potency, µM (top dose mostly 9.22 µM), without a hit: at the highest dose activation of IL-2 secretion, actives largely listed as activators; 330,000 tested, under 10 active; note: % of control where 0% means no effect
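48 hr co-incubation of compounds, a-CD3 beads and primary human leukocytes; IL-2 quantified homogeneously by HTRF with anti-IL-2 K and d2 conjugates.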
Mito fusion act = mitochondrial division inhibition or fusion activation; 320,000 tested, 0.23% active; Potency, µM (titrated, usually from 46.1 µM), without a hit: at the top dose growth rescue (activation), most hits filed as activators; AID 485298; S. cerevisiae fusion-defective mutant growth rescue, CellTiterGlo 48 h;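 note: potency is the fitted concentration of half-maximal effect; % of control where 0% means no effect; nearly all actives have a fitted effect of over 45% in size; temperature-sensitive fusion mutants such as fzo1-1 at 37 °C on non-fermentable ethanol glycerol medium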
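Compounds are tested for their ability to restore growth of mitochondrial fusion-defective yeast strains at non-permissive 37C in YPEG medium over 48 hours. Viability is quantified by luciferase luminescence.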
AT treatment = candidate therapy for ataxia-telangiectasia | […] A-T fibroblasts, KAP-1 phosphorylation AlphaLISA; neocarzinostatin DNA damage 30 min before lysis | Potency, µM (titrated, usually from 57.5 µM), for inactives: at the highest dose activation, usual class: activators | 320,000 tested, 0.19% active | AID 485349; note: potency is the fitted concentration of half-maximal effect; % of control where 0% means no effect; nearly all actives have a fitted effect of over 45% in size
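hTERT-immortalized A-T patient fibroblasts ([…]), 500 cells/well in OPTI-MEM, 1% FBS, got compounds for 60 min, then NCS for 30 min at 37C. Lysates were then assayed for phospho-KAP-1 by AlphaLISA (anti-pKAP1 donor, anti-KAP1 acceptor beads), 6 hr at 25C.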
Menin-MLL TR inh = displaces Texas Red mutant MLL peptide from human menin. 270,000 tested, 0.23% active. Menin + Texas Red MLL mutant peptide, fluorescence polarization. O00255. Potency, µM (titrated, usually from 61.6 µM), for inactives: at the top dose FP activity change, negative = inhibition, usual class: inhibitors. AID 1768; active = well fitted inhibition curve with a large enough effect in the polarisation, with a control signal flat, not every such curve was filed as active; inconclusive = small, poorly fitted or top-dose-only effect, or effect the other way, or a change in a side signal; inactive = no such curve, though single readings can be large or run the other way; the % refers to the polarisation; note: potency is the fitted concentration of half-maximal effect; % of control where 0% means no effect; many of its hits are not listed in these tables
Target sequence (O00255 whole entry, looked up): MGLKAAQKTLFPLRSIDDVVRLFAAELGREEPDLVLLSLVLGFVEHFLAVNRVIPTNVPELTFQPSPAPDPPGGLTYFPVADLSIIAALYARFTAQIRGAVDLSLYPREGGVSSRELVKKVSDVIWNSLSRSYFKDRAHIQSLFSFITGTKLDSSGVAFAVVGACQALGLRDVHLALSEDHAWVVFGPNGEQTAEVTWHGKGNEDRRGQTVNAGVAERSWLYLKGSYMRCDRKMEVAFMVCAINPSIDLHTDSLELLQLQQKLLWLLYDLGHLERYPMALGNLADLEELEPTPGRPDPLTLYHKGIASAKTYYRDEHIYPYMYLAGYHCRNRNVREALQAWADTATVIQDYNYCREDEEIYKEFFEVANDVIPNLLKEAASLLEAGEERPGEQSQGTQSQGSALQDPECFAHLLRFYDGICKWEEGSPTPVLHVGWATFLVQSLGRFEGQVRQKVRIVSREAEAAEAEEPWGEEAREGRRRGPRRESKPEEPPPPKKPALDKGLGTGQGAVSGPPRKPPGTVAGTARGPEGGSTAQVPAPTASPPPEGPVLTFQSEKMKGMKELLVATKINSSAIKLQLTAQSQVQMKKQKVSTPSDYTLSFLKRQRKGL
TSHR antagonist = blocks TSH signaling through the human TSH receptor. 330,000 tested, 0.2% active. AID 504810. P16473. activity change, negative = inhibition, % at 11.5 µM. TSHR-expressing cells, TSH-stimulated cAMP HTRF, 2 h; stronger effect = lower value;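 active = activity change below a set negative limit, meaning inhibition stronger than a set level, cut at about -70% in these data; inconclusive = activity change between two set negative limits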; note: % is set by controls: 0 for no effect and ±100 for the full control effect
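Inhibition of cAMP made by TSHR-expressing cells under TSH stimulation (4nM final, EC80; 2 h, 37 deg C) is quantified with a one-step lysis HTRF kit, anti-cAMP cryptate versus cAMP-d2.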
MBNL1 CUG block = inhibitors of human MBNL1 binding to CUG repeat RNA | Q9NR56 | TR-FRET MBNL1-His/biotin-(CUG)12 binding, 665/545 ratio | Potency, µM (doses to about 57.5 µM), for the others: top-dose activity change, negative = inhibition, actives largely listed as inhibitors | 280,000 tested, 0.036% active | AID 2675; active = well fitted inhibition curve with a large enough effect in the signal ratio, with a control signal flat, not every such curve was filed as active; inconclusive = small, poorly fitted or top-dose-only effect, or effect the other way, or a change in a side signal; inactive = no such curve, though single readings can be large or run the other way; the % refers to the signal ratio; note: potency is the fitted concentration of half-maximal effect; % is set by controls: 0 for no effect and ±100 for the full control effect
Target sequence (Q9NR56 whole entry, looked up): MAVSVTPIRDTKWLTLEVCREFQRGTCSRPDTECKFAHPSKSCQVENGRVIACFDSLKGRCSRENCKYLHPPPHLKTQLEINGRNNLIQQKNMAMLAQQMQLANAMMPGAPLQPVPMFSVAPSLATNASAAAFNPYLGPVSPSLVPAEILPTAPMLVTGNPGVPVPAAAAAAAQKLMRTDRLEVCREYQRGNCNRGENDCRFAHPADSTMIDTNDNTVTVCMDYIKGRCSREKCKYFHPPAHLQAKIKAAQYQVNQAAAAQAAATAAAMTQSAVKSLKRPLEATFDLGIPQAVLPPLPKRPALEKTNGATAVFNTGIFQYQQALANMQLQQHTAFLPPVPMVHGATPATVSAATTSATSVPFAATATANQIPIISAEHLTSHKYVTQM
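Compound titration spanned 92 nM–58 uM against the MBNL1-His/biotin-(CUG)12 complex. After 60 min at room temperature with 5 nM streptavidin-XL665 and 0.055 ng/ul terbium anti-His, ratiometric 665/545 nm emission (Ex 340 nm) normalized to controls.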
The depositor's hits bear a star; ? = inconclusive; nt = no result given; [ ] = remark or other dose. Unless noted, calls come from the whole dose curve; as a rule, active = well fitted curve in the direction sought with a large enough effect; inconclusive = small, poorly fitted or top-dose-only effect, or another doubt; inactive = no such curve, though single readings can be large; an effect the other way counts as inactive or inconclusive. Not all compounds are listed. The share of hits here may be higher or lower than overall.

SMILES	PTAP TSG101 blk	S-ASM inh	MLL CXXC-DNA inh	a7 integrin act	TCR act	Mito fusion act	AT treatment	Menin-MLL TR inh	TSHR antagonist	MBNL1 CUG block
COc1cccc(NC(=O)Cn2c(=O)n(C)c(=O)c3sc4c(c32)COC(C)(C)C4)c1	-4%	2%	5%	-20%	-6%	3%	-1%	nt	-6	-9%
COc1ccccc1C(=O)N1CCN(Cc2c[nH]c3ccccc23)CC1	-5%	-1%	?	0%	-7%	7%	-9%	21%	-1	-12%
O=C1c2ccccc2C(=O)N1CCc1csc(-c2ccccc2)n1	-7%	-5%	-5%	17%	1%	10%	-1%	-1%	-7	4%
CC(=O)NCCc1csc(-c2ccccc2)n1	-2%	-1%	-5%	-6%	-4%[46.1 µM]	0%	-3%	0%	13	-2%
Cc1ccccc1C(=O)OCC(=O)NCC1COc2ccccc2O1 (stereo not drawn)	-7%	-3%	nt	-6%	0%	28%	-7%	nt	-16	nt
Cc1ccc(CNC(=O)c2nn(C)c3c2CS(=O)(=O)c2ccccc2-3)cc1	-8%	-2%	-4%	?	3%	?	-6%	nt	0	-1%
COC(=O)c1nc2ccc(C)cn2c1F	-6%	0%	4%	27%	0%	0%	11%	1%	6	10%
CC(C)CNC(=O)COC(=O)c1ccc(F)cc1Cl	-2%	3%	2%	17%	3%	1%	-8%	-21%	0	-2%
O=S1(=O)CCC(NCC2CCCO2)C1 (stereo not drawn)	-2%	4%	-3%	1%	-2%	1%	6%	4%	0	-7%
CCN(C(=O)N(CC)c1ccccc1)c1ccccc1	0%	0%	nt	nt	6%	5%	-6%	nt	-19	nt
O=C(NCC1CCCO1)c1nn2c(c1Cl)NC(c1ccc(F)cc1)CC2C(F)(F)F (stereo not drawn)	-2%	-3%	-4%	7%	13%	-2%	-3%	-6%	8	3%
CCOC(=O)c1ccc(NC(=O)Nc2cc(C)cc(C)n2)cc1	nt	nt	16%	nt	nt	6%	5%	3%	-1	-3%
COc1ccc(/C=C/C(=O)O)cc1S(=O)(=O)NCc1cccnc1	-2%	-2%	-6%	12%	-2%	-6%	4%	?	1	-7%
C/C(=N\NC(=O)CSCc1ccc(Cl)cc1)c1ccc(NC(=O)c2ccccc2)cc1	-2%	0%	99%[activator]	0%	4%	1%	0%	?	11	-3%
O=C(O)c1cccc(COc2ccc3c(c2)CCC3)c1	-1%	3%	20%	-21%	-4%	22%	3%	nt	-27	4%
O=C(Nc1ccccc1Br)C1CC(=O)N(c2ccc3c4c(cccc24)CC3)C1 (stereo not drawn)	-1%	-6%	14%	26%	-3%[46.1 µM]	16%	4%	-8%	1	nt
COc1ccc2c(c1)-c1ccccc1S(=O)(=O)N2C	-7%	3%	4%	19%	-2%	-3%	1%	6%	13	-1%
COc1ccccc1NC(=O)NC1(C(=O)N2CCCCCC2)CCCCC1	-4%	7%	4%	21%	0%[46.1 µM]	0%	-2%	-5%	-10	-5%
CCS(=O)(=O)N1CCC(C(=O)Nc2ccc3c(c2)CCC3)CC1	-3%	5%	-4%	?	8%	-8%	0%	nt	4	-3%
COC(=O)COc1cc(OCC(=O)OC)c2c(-c3ccccc3)cc(=O)oc2c1	-7%	-2%	-9%	16%	-1%	4%	-1%	1%	2	?
Cc1cc(OCCOCCN(C)CCO)cc(C)c1Cl	-6%	0%	31%	-47%[inhibitor]	6%	-13%	nt	-5%	-1	-5%
CCOC(=O)/C(C#N)=C(\O)c1ccc(NC(=O)c2ccc([N+](=O)[O-])cc2)cc1	-5%	1%	-19%	15%	0%	4%	18%	nt	-15	?
COc1ccc2[nH]cc(CCNC(=O)Nc3ccccc3C)c2c1	-1%	-2%	-11%	0%	6%	-1%	-14%	21%	-4	1%
COC(=O)c1cc2oc(C)cc2n1CC(=O)N(C)c1ccccc1	-7%	-1%	3%	-24%	0%	-5%	3%	13%	6	-3%
O=C(COC(=O)Cc1c(F)cccc1Cl)NC(=O)Nc1ccccc1F	0%	-3%	nt	11%	5%	nt	-8%	nt	2	nt
CCOc1cc(C(=O)NC(C)Cc2cccs2)cc(OCC)c1OCC (stereo not drawn)	-2%	2%	7%	-17%	7%	0%	-9%	1%	-5	-6%
CC(Sc1nnnn1-c1ccc(O)cc1)C(=O)NC1CCCCC1C (stereo not drawn)	nt	5%	?	8%	-7%	-3%	-4%	24%	24	-3%
CC(C)NC(=O)c1ccc2c(=O)n(C3CCCC3)c(=S)[nH]c2c1	-5%	0%	1%	18%	-4%	2%	-3%	?	-4	12%
CC(=O)Nc1ccc(S(=O)(=O)Nc2nc3ccccc3nc2Nc2ccc(O)c(C(=O)O)c2)cc1	2%	-8%	-6%	27%	11%	-4%	0%	?	18	4%
CSc1ccc(S(=O)(=O)NCC(=O)OCC(=O)N2CC(C)CC(C)C2)cc1[N+](=O)[O-] (stereo not drawn)	-2%	0%	nt	1%	-2%	-3%	-15%	nt	nt	nt
O=C(c1cc(-c2cccc(Cl)c2)on1)N1CCN(c2ccc(F)cc2)CC1	-4%	-1%	5%	21%	2%	-6%	1%	?	-12	-6%
Cc1nnc(-c2ccco2)c2cn(-c3cccc(Br)c3)nc12	0%	-7%	-4%	4%	1%[46.1 µM]	21%	-5%	-13%	-12	nt
CCOC(=O)c1cccc(-n2c(-c3ccc(OC)cc3)nc3nc4ccccc4nc32)c1	nt	nt	-9%	nt	1%[46.1 µM]	0%	-3%	?	4	-6%
CCOc1ccc(C(=O)NCCc2cnc[nH]2)cc1OCC	-2%	-2%	?	6%	-2%	-6%	-5%	-23%	11	-3%
O=C1NCCOC(=O)[C@H](Cc2ccc(F)cc2)C/C=C\C[C@H]1CC(=O)N(CCO)Cc1ccccc1	-11%	5%	nt	-26%	-2%	nt	1%	nt	1	nt
Cc1ccc(S(=O)(=O)CCC(=O)Nc2ccccc2Br)cc1	-3%	-1%	?	?	-3%	1%	-10%	26%	-1	-7%
N#C/C(=C\c1cn(CCOc2ccccc2F)c2ccccc12)C(=O)NCc1cccs1	2%	26%	9%	30%	-7%	-2%	-4%	-12%	33	nt
COc1cccc(CNc2nccs2)c1O	-2%	7%	1%	-8%	nt	-1%	-15%	2%	18	-6%
O=C(Nc1cccnc1)c1cccnc1Cl	-5%	-2%	2%	3%	-7%[46.1 µM]	1%	nt	2%	-6	5%
CCOCCOC(NC(=O)c1ccccc1)(C(F)(F)F)C(F)(F)F	-3%	1%	9%	9%	0%[46.1 µM]	-1%	14%	8%	13	-7%
Cc1ccc(S(=O)(=O)Oc2cccc([N+](=O)[O-])c2)cc1	0%	0%	nt	-10%	5%	nt	nt	nt	nt	nt
Cc1ccc(C(=O)COC(=O)CN2C(=O)C3C4CCC(C4)C3C2=O)cc1C (stereo not drawn)	-1%	2%	6%	19%	-3%	3%	-2%	-9%	8	-7%
COCCN(C(=O)COC(=O)C1CC1)c1c(N)n(Cc2ccccc2)c(=O)[nH]c1=O	-1%	7%	nt	-15%	-5%	5%	4%	nt	2	nt
CC(=O)Nc1nnc(-c2c(-c3ccccc3Cl)noc2C)o1	-2%	1%	1%	-1%	-3%	8%	6%	nt	0	nt
CC(C)OCCCn1c(SC(C)C(=O)NC2CC2)nc2ccccc2c1=O (stereo not drawn)	-1%	1%	nt	1%	-6%	-12%	4%	nt	-2	nt
CC(=O)c1cccc(S(=O)(=O)Nc2cccnc2)c1	-1%	-5%	-10%	-2%	5%	2%	10%	-4%	6	-10%
COC(=O)/C(=C/c1cn(C)c2ccccc12)[N+](=O)[O-]	nt	nt	?	nt	nt	-13%	5%	-3%	7	-3%
O=C(COc1ccc(/C=N/NC(=O)c2ccccc2)cc1)Nc1ccc([N+](=O)[O-])cc1	-1%	-3%	4%	3%	-6%	0%	3%	?	15	-1%
COc1ccc(N2C(=O)NC(NC(=O)C(C)(C)C)(C(F)(F)F)C2=O)cc1 (stereo not drawn)	-4%	-1%	0%	-16%	-2%	11%	3%	-9%	13	-2%
CC/C(=N/Nc1ccccc1)c1cnnc(SC)n1	-3%	-8%	9%	11%	1%	-1%	-4%	32%[activator]	-6	?
O=C(CN1C(=O)NC(Cc2c[nH]c3ccccc23)C1=O)NC1CCCCC1 (stereo not drawn)	-1%	3%	nt	0%	nt	-3%	-1%	nt	-7	nt

Screening results: PubChem, National Center for Advancing Translational Sciences (NCATS)
